L3MBTL1 block: qHTS Assay for the Inhibitors of L3MBTL1. Lethal(3)malignant brain tumor-like protein 1 (Homo sapiens), Q9Y468. AlphaScreen L3MBTL1–H3K9me1 peptide binding. Potency, µM (titrated, usually from 57.1 µM), without a hit: at the highest dose activity, negative = inhibition, usual class: inhibitors. 230,000 compounds, 0.66% hits. AID 485360, 2010; note: nearly all actives have a fitted effect of over 60% in size
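Displacement of a biotinylated histone H3(1-15) peptide monomethylated at Lys9 (75 nM) from L3MBTL1 (50 nM) was measured by AlphaScreen after a 30 min room-temperature compound incubation; cefsulodin titration served as intraplate control.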
TRb-SRC2 inh: qHTS for Inhibitors of the Interaction of Thyroid Hormone Receptor and Steroid Receptor Coregulator 2 | AID 1469, 2008 | Potency, µM (top dose mostly 106 µM), inactives show at the highest dose activity change, negative = inhibition, usual class: inhibitors | TRbeta-SRC2 peptide binding, fluorescence polarization; receptor liganded with 1 µM T3 | 280,000 compounds, 0.065% hits | Thyroid hormone receptor beta (Homo sapiens), P10828;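 note: plate controls were bound peptide for no effect and peptide without receptor for full effect; nearly all actives have a fitted effect of over 50% in size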
Target sequence (P10828 whole entry, looked up): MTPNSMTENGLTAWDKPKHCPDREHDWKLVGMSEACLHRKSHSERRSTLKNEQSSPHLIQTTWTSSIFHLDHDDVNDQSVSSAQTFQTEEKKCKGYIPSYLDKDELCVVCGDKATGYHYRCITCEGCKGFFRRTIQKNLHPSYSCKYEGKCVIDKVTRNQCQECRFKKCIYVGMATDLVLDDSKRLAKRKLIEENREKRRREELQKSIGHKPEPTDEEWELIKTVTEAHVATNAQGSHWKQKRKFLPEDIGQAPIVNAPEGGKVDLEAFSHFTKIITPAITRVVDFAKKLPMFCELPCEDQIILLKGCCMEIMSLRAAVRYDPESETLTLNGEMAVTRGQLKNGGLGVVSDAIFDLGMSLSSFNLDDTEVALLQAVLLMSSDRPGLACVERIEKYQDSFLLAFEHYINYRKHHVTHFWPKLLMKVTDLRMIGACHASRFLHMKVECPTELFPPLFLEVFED
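TRb LBD 0.6 uM + Texas Red SRC2 peptide 20 nM, 1 uM T3, Tris buffer w/ 5% DMSO; compound pinned, 5 h RT; FP read ex 555/em 632; normalized to unbound and bound controls.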
GoLoco inh red: qHTS Assay for Inhibitors of RGS12 GoLoco Motif Activity (Red Fluorophore). 230,000 compounds, 0.44% hits. Gai1:RGS12 GoLoco peptide FP, rhodamine, 10 min. Potency, µM (titrated, usually from 61.6 µM), without a hit: top-dose activity, negative = inhibition, usual class: inhibitors; active = well fitted inhibition curve with a large enough effect, not every such curve was filed as active; inactive = no such curve, though single readings can be large or run the other way; note: nearly all actives have a fitted effect of over 30% in size; many of its hits are not listed in these tables
Target sequence (P63096 whole entry, looked up): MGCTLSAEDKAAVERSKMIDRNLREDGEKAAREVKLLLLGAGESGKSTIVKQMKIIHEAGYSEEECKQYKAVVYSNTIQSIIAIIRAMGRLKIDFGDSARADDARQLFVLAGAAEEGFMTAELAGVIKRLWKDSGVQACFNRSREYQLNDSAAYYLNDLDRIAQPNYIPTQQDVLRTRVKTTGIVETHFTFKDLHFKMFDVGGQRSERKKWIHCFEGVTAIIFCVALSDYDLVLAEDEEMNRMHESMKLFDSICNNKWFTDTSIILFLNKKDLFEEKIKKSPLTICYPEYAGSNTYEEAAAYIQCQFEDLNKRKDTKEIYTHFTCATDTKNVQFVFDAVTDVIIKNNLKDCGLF
Tau fibril FP: qHTS for Inhibitors of Tau Fibril Formation, Fluorescence Polarization | K18 P301L tau heparin fibrillization, Alexa594 FP, 6 h | Microtubule-associated protein tau (Homo sapiens), P10636 | Potency, µM (series often up to 57.7 µM), for inactives: top-dose activity, negative = inhibition, actives largely listed as inhibitors | 280,000 compounds, 0.39% hits; note: nearly all actives have a fitted effect of over 55% in size
Target sequence (P10636 561-689 P618L limits assumed): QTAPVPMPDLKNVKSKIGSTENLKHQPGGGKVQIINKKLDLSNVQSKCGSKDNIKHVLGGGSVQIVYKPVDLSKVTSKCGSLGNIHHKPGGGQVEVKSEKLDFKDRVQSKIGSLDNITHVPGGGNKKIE
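Read-out: fluorescence polarization of Alexa 594-labeled tau (0.24 uM), 555 nm excitation, 632 nm emission. Mixtures held 15 uM unlabeled K18 P301L, compound and 20 uM heparin, pH 7 acetate buffer, incubated 6 hr at 37 C.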
JMJD2E inh: qHTS Assay for Inhibitors of Human Jumonji Domain Containing 2E (JMJD2E). 230,000 compounds, 1.6% hits. JMJD2E catalytic domain, FDH-coupled NADH fluorescence (FDH is formaldehyde dehydrogenase). AID 2147, 2009. Potency, µM (top dose mostly 57.1 µM), inactives show at the highest dose activity change, negative = inhibition, hits mostly inhibitors. Lysine-specific demethylase 4E (Homo sapiens), B2RXH2; active = well fitted inhibition curve with a large enough effect, not every such curve was filed as active; inconclusive = small, poorly fitted or top-dose-only effect, or another doubt; inactive = no such curve, though single readings can be large or run the other way;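 note: 0% = wells with enzyme and -100% = buffer wells without enzyme; nearly all actives have a fitted effect of over 50% in size; many of its hits are not listed in these tables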
TR SRC2 fluor cs: Total Fluorescence Counterscreen for Inhibitors of the Interaction of Thyroid Hormone Receptor and Steroid Receptor Coregulator 2; TRb/SRC2 Texas Red total fluorescence interference; Potency, µM (doses to about 106 µM), inactives show at the top dose fluorescence change, negative = quenching; 280,000 compounds, 0.29% hits; active = well fitted curve in either direction with a large enough effect; inconclusive = small, poorly fitted or top-dose-only effect
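Human TRβ ligand-binding domain (0.6 uM) and Texas Red SRC2 peptide (20 nM) in Tris buffer with 1 uM T3 and 5% DMSO were incubated with pinned compound for 5 hr at ambient temperature. Total fluorescence was computed as S + 2P (555/632 nm).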
RECQ1 inh: qHTS Assay for Inhibitors of RecQ-Like Dna Helicase 1 (RECQ1); ATP-dependent DNA helicase Q1 (Homo sapiens), P46063; RECQ1 DNA unwinding, red fluorescence kinetic read; Potency, µM (series often up to 57.3 µM), for inactives: at the top dose activity, negative = inhibition, usual class: inhibitors; 240,000 compounds, 0.54% hits; AID 2549, 2010;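 note: plate controls were vehicle for no effect and no enzyme for full effect; nearly all actives have a fitted effect of over 30% in size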
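RECQ1T1 50 nM; forked duplex (20 bp + 30-nt ss tails) 200 nM, ATP 2 mM final; pH 8.0, 2 mM MgCl2, 2.5 ug/ml poly(dI-dC); 15 min compound preincubation; discontinuous kinetic read over 2 h at RT.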
Tau fibril ThT: qHTS for Inhibitors of Tau Fibril Formation, Thioflavin T Binding | Microtubule-associated protein tau (Homo sapiens), P10636 | recombinant tau K18 P301L (four-repeat tau fragment), heparin-induced fibrillization, ThT fluorescence | Potency, µM (highest dose often 57.4 µM), for inactives: at the highest dose activity, negative = inhibition, usual class: inhibitors | 270,000 compounds, 2.1% hits | AID 1460, 2008; note: nearly all actives have a fitted effect of over 55% in size
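Recombinant human tau K18 fragment […] carrying P301L, 15 uM unlabeled plus 0.24 uM Alexa 594-labeled, was fibrillized with 20 uM heparin in 100 mM sodium acetate pH 7 for 6 hr at 37 C; 30 uM ThT fluorescence read after 1 hr.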
The depositor's hits bear a star; i = inactive; ? = inconclusive; . = no result given; & = joins results of further samples; [ ] = remark or other dose. Unless noted, calls come from the whole dose curve; as a rule, active = well fitted curve in the direction sought with a large enough effect; inconclusive = small, poorly fitted or top-dose-only effect, or another doubt; inactive = no such curve, though single readings can be large; an effect the other way counts as inactive or inconclusive. Unless noted, % is set by controls: 0 for no effect and ±100 for the full control effect; potency is the fitted concentration of half-maximal effect. A portion of the library, so the mix of outcomes need not match the whole.

SMILES	L3MBTL1 block	TRb-SRC2 inh	GoLoco inh red	Tau fibril FP	JMJD2E inh	TR SRC2 fluor cs	RECQ1 inh	Tau fibril ThT
CCOc1cccc(-c2nnc3sc(C4CCCCC4)nn23)c1	-2%	-2%	3%	3%	0%	-5%	-7%	-18%
COC(=O)c1c(NC(=O)CC2SCC(C(=O)OC)NC2=O)sc2c1CCCC2 (centres undefined)	-5%	-9%	0%	-2%	-7%	-2%	-5%	-12%
Cc1c(C2C(C#N)=C(N)N(c3ccccc3C#N)C3=C2C(=O)CCC3)cnn1C (centres undefined)	-8%	-13%	-1%	-2%	2%	-7%	i	-8%
COc1ccc(NC(=O)CCNS(=O)(=O)c2ccc(Br)s2)cc1	4%	-3%	5%	4%	16%	-1%	-17%	-3%
COc1ccccc1CNc1ncnc2onc(-c3ccc(F)cc3)c12	.	6%	.	-10%	.	-19%	.	3%
Cn1c(N)c(C(=O)COC(=O)C2CCCCC2)c(=O)n(C)c1=O	.	12%	-20%	-16%	-6%	1%	-2%	-13%
Cc1ccc(C)n1NC(=O)c1ccccc1[N+](=O)[O-]	-7%	-5%	-1%	-2%	?	-1%	i	?
COc1cc(/C=c2\sc3nc(=O)c(-c4ccccc4)nn3c2=O)ccc1OCCC(C)C	-4%	-2%	30%	2%	-22%	2%	0%	-10%
COc1ccc(OC)c(-c2nc3c(C)n[nH]c(=O)c3[nH]2)c1	-3%	-9%	3%	2%	?	1%	-9%	-7%
COc1cc(C(=O)c2ccccc2)c([N+](=O)[O-])cc1OC	-8%	0%	-2%	-7%	1%	-2%	-1%	-9%
Cc1ccc(NC(=O)Cn2nc(C)c3nn(-c4ccc(Cl)cc4)c(C)c3c2=O)cc1F	.	0%	.	-5%	.	-2%	.	-3%
C#CCSc1nnc(-c2ccc(C)cc2)o1	5%	2%	2%	10%	0%	-7%	i	-14%
CCOc1cccc2cc(C(=O)Nc3nccs3)c(=O)oc12	1%	0%	5%	-8%	3%	-1%	-5%	-13%
O=C(O)CN=C1NC2(CCCCC2)Cc2ccccc21	11%	0%	6%	-2%	5%	-2%	-4%	-1%
COCCSc1nnc(NC(=O)CSCc2ccccc2)s1	0%	1%	2%	6%	10%	-3%	-10%	-3%
CCc1ccccc1NS(=O)(=O)c1cc(C)ccc1OC	.	-7%	7%	8%	3%	-5%	i	0%
Cc1cc(C(=O)NCC(=O)OCC(=O)NCCc2ccccc2)ccc1[N+](=O)[O-]	-1%[11.4 µM]	-8%	2%	-8%	-5%	1%	i	-9%
CCOC(=O)N1CCN(C(=O)CNC(=O)Cn2cnc3ccccc3c2=O)CC1	.	-2%	5%	-7%	-4%	0%	-10%	-14%
CN(C)c1nc(=Nc2cccc(Cl)c2)ss1	.	-3%	-1%	?	-9%	0%	i	25µM*
CC(C)(C)C1CCc2nc(NC(=O)c3cccc(Cl)c3)sc2C1 (centres undefined)	.	3%	.	-13%	.	-3%	.	-15%
N#CCCN(C(=O)COC(=O)C1CCN(S(=O)(=O)c2cccs2)CC1)c1ccccc1	.	0%	6%	-1%	2%	-3%	-11%	4%
CCn1ncc(CNC(=O)C2(C)CC2(Br)Br)c1C (centres undefined)	4%	-10%	-6%	-1%	5%	0%	-5%	-1%
Cc1cc(NC(=O)CSc2nnc(-c3ccccc3)n2Cc2ccco2)no1	21%	-2%	-11%	-2%	19%	-5%	-6%	2%
CC(C)(O)C(=O)NNC(=S)Nc1cccc(C(F)(F)F)c1	1%	8%	5%	4%	-25%	-2%	i	-1%
COc1ccccc1NC(=S)N=Nc1c(O)[nH]c2ccc(Br)cc12	-14%	-3%	7%	-2%	1%	-3%	9%	?

Individual results from the list.
Cc1cc(NC(=O)CSc2nnc(-c3ccccc3)n2Cc2ccco2)no1 – L3MBTL1 block = 21%
CC(C)(O)C(=O)NNC(=S)Nc1cccc(C(F)(F)F)c1 – JMJD2E inh = -25%

(listing goes on)
SMILES	L3MBTL1 block	TRb-SRC2 inh	GoLoco inh red	Tau fibril FP	JMJD2E inh	TR SRC2 fluor cs	RECQ1 inh	Tau fibril ThT
Cc1nnc(-c2ccccc2)nc1N(C)C	8%	3%	13%	-7%	0%	-4%	i	-6%
CC1=NN(c2nc(-c3ccccc3)cs2)C(=O)C1N=Nc1ccccc1 (centres undefined)	.	1%	-3%	2%	-2%	-5%	i	2.2µM*
CCN(CCCNC(=O)c1cc2c(Cl)nc3ccccc3c2s1)Cc1ccccc1	.	-3%	.	-3%	.	-4%	.	6%
O=C(c1ccco1)N1CCN(C(=O)c2cc(-c3ccccn3)nc3ccc(Cl)cc23)CC1	9%[11.4 µM]	0%	45%[activator]	-16%	-8%	1%	-3%	?
COc1cc(C(=O)Nc2nc3ccc(S(=O)(=O)N4CCOCC4)cc3s2)cc(OC)c1OC	0%	-9%	-4%	-12%	?	-5%	?	-4%
Cc1ccc(-n2nnc3c(=O)oc4ccccc4c32)cc1	10%	-1%	3%	-12%	0%	3%	6%	1%
O=C(COc1ncnc2ccccc12)Nc1ccc(Cl)c(S(=O)(=O)N2CCOCC2)c1	-24%	5%	11%	-5%	-4%	-1%	-1%	-10%
CCOc1ccccc1NC(=O)c1ccc2c(Cl)c3c(nc2c1)CCCC3	.	6%	.	-9%	.	-3%	.	-7%
CC(C)OP(=O)(OC(C)C)C(Nc1ccc([N+](=O)[O-])cc1)c1cccc([N+](=O)[O-])c1 (centres undefined)	-13%	3%	4%	1%	-1%	-3%	0%	-14%
CCCCCC(=O)N/N=C(\C)c1ccc(N2CCCCC2)cc1	17%	-9%	5%	2%	-3%	1%	-5%	6%
CC(C)CCn1c(SCC(=O)OCn2nnc3ccccc3c2=O)nc2ccccc2c1=O	-3%	-3%	9%	-1%	12%	0%	-7%	-9%
COc1cccc(-c2nnc(NC(=O)Cc3cccs3)s2)c1	?	3%	28%	-7%	?	-10%	-9%	0%
COC(=O)NC1(C(F)(F)F)NC(=O)N(C2CCCCC2)C1=O (centres undefined)	.	-1%	3%	1%	3%	2%	-4%	-3%
COc1ccccc1N1CCN(CC(=O)NC(=O)NCc2ccco2)CC1	-10%	-2%	9%	13%	-1%	2%	-3%	-2%
CC(NC(=O)Cc1cccc(C(F)(F)F)c1)c1ccc(F)cc1 (centres undefined)	-10%	7%	-3%	2%	-1%	0%	-17%	7%
Fc1ccc(N2CCN(c3nc4ccccc4c4nc(-c5cccnc5)nn34)CC2)cc1	.	-3%	.	4%	.	-4%	.	7%
Oc1ccc2c(c1-c1c(O)c(Br)cc3c1CCCC3)CCCC2	.	9%	-2%	1%	-3%	-2%	2%	-3%
COCCCNC(=O)c1c(NC(=O)c2cccs2)sc2c1CCCC2	5%	-1%	8%	1%	?	2%	i	-16%
Nc1n[nH]c(=S)n1/N=C1/C(=O)Nc2ccccc21	7%	1%	-7%	?	7.1µM*	-10%	2%	18µM*
Oc1c(C(c2ccccc2)N2CCc3ccccc3C2)sc2ncnn12 (centres undefined)	?	-2%	-11%	-3%	-2%	-6%	i	4%
Cn1c(=O)c(/C=C/c2ccccc2)nc2ccccc21	43%[activator]	5%	-4%	-10%	?	-3%	-2%	?
Cc1nnc2c3ccccc3nc(Nc3ccc(F)cc3Cl)n12	.	-3%	.	0%	.	-2%	.	1%
CC(=O)N1CCN(c2nc3c(C)ccc(Cl)c3s2)CC1	.	-9%	.	-7%	.	-1%	.	?
COC(c1ccccc1)c1nnc(CCC(=O)NCCC(C)C)o1 (centres undefined)	11%	-3%	-3%	-5%	5%	-4%	i	-8%
O=C(Nc1nnc(-c2ccncc2)s1)Nc1ccccc1F	6%	7%	5%	8%	?	-1%	-7%	1%

The final 2 entries of the part above open the next one:
SMILES	L3MBTL1 block	TRb-SRC2 inh	GoLoco inh red	Tau fibril FP	JMJD2E inh	TR SRC2 fluor cs	RECQ1 inh	Tau fibril ThT
COC(c1ccccc1)c1nnc(CCC(=O)NCCC(C)C)o1 (centres undefined)	11%	-3%	-3%	-5%	5%	-4%	i	-8%
O=C(Nc1nnc(-c2ccncc2)s1)Nc1ccccc1F	6%	7%	5%	8%	?	-1%	-7%	1%
CC/C=C\C/C=C\C/C=C\C/C=C\C/C=C\CCCCCC(=O)O	.	-4%&6%	-2%&-5%	2%&-12%	-6%	-5%&-3%	-12%	-3%&-19%
COc1cccc(N(CC(=O)N2CCC(C)CC2)S(=O)(=O)c2ccc(C)cc2)c1	.	8%	.	1%	.	-3%	.	-3%
O=C(CCn1c(=O)c2sccc2n(Cc2ccc(F)cc2Cl)c1=O)NCc1ccc2c(c1)OCO2	.	1%	.	-9%	.	3%	.	8%
CCCCn1cc([N+](=O)[O-])nc1C	4%	5%	4%	-1%	-3%	0%	-5%	-7%
O=C(CCCn1cnc([N+](=O)[O-])n1)Nc1cccc2ccccc12	8%	1%	7%	-1%	-5%	1%	5%	?
Cn1nc2c(c1C(=O)O)CCCC2	5.6µM*	-2%	12%	?	-3%	-1%	-3%	-7%
COc1ccc(S(=O)(=O)NCCc2csc(-c3cccnc3)n2)cc1	3%	-12%	9%	0%	?	-2%	-4%	1%
COc1ccc(OC)c(S(=O)(=O)NCc2cccn2Cc2cccc(C)c2)c1	.	-3%	.	5%	.	-1%	.	-7%
Cc1ccc2nc(-c3ccc(NC(=S)NC(=O)C(C)C)cc3)sc2c1	.	-1%	41%[activator]	-6%	?	0%	i	?
